# Screening results deposited in PubChem by National Center for Advancing Translational Sciences (NCATS).
# Lipid storage S3 – qHTS Assay for Lipid Storage Modulators in Drosophila S3 Cells. Drosophila S3 cells, BODIPY lipid droplet fluorescence, 18-24 h; cells fed with added oleic acid. Potency in µM for hits, for the others lipid storage change, negative = inhibition, % at the top dose, mostly 46.1 µM. hit rate 0.64% among 320,000; active means well fitted inhibition curve with a large enough effect in the signal ratio, with a control signal flat, not every such curve was filed as active; inconclusive means small, poorly fitted or top-dose-only effect, or effect the other way, or a change in a side signal; the % refers to the signal ratio
#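 Laser-scanning cytometry quantifies lipid droplet accumulation (500–530 nm total intensity; droplet/cell object ratio) in oleic acid-fed (400 uM added) Drosophila S3 cells treated with a concentration series. 20 uM Triacsin C defined 100% inhibition.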
# Lipid storage S3 cell count max – recorded beside Lipid storage S3, whose call it bears; cell number change, %; measured here: cell count max response;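 cells counted by Cell Tracker Red CMTPX staining in the red channel; peak over a dose series mostly up to 46.1 µM; percent activity relative to internal control wells on each plate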
# * hit, by the source's call; i = inactive; ? = inconclusive; / = not tested or not shown; [ ] = another dose, or the depositor's remark. On the % scale 0 is the no-effect control and ±100 the full control effect; potency means the concentration at half of the fitted maximal effect.
SMILES,Lipid storage S3,Lipid storage S3 cell count max
CCCCN(C(=O)NC(=O)Nc1ccccc1OC)S(C)(=O)=O,?,/
C/C(=N\NC(=O)Cc1c(C)[nH][nH]c1=O)c1ccc(Cl)c(Cl)c1,-2%,12
CCN1CCN(C(=O)CN2C(=O)c3cccc4cccc2c34)CC1,7%,16
COCCN1C(=O)C(=O)/C(=C(/O)c2ccc(S(=O)(=O)N3CCOCC3)cc2)C1c1cccc(O)c1 (configuration not stated),9%,/
Cc1ccc(NS(=O)(=O)c2ccc(Cl)s2)cc1S(=O)(=O)N(C)C,i,10
CC/C(C)=C1\SC(N2CCOCC2)=NC1=O,i,7
CCn1cc(C(=O)NCCC(C)C)c(=O)c2cc(F)c(N3CCN(C(=O)c4ccco4)CC3)cc21,?,/
CCNC(=O)COc1ccc(Br)cc1Cl,?,/
COc1ccc(NC(=S)Nc2cccc3cnccc23)cc1,?,/
Cc1ccc(NC(=O)CC2CCCC2)c(Br)c1,?,/
COc1ccc(CN2C(=O)CSC2c2ccncc2)cc1 (configuration not stated),8%,-6
Cc1ccc(-n2c(=S)sc3c(=O)n(-c4ccccc4C)c(SCC(=O)O)nc32)cc1C,i,/
CCOc1ccc(S(=O)(=O)NCc2ccccn2)cc1,i,23
CC(=O)N1CCN=C1SCc1ccccc1Cl,?,/
Cc1ccccc1-c1noc(CCC(=O)NCc2ccco2)n1,9%,11

# Further structures follow.
SMILES,Lipid storage S3,Lipid storage S3 cell count max
CC(=O)Nc1ccc2[nH]c(C)c(CC=C(Cl)Cl)c(=O)c2c1,?,/
Cc1ccc(NC(=O)Cc2noc3ccccc23)nc1,11%,/
Cc1cc(Nc2ccc3c(c2)OCCO3)c2cccc(C)c2n1,11%,-2
Clc1ccc(C=NC23CN4CN(CN(C4)C2)C3)cc1,?,/
Cc1cccc(N2C(=O)C(Oc3ccc(Cl)cc3Cl)C2C(=O)O)c1C (configuration not stated),i,1
CCOCCCNC(=S)N1C2CCC1CC(NC(=O)NC1CCCCC1)C2 (configuration not stated),?,/
COc1ccc(C(CCN2CCCC(C)C2)c2c(OC)cc(OC)c3c2OC(=O)CC3c2cc(OC)c(OC)c(OC)c2)cc1 (configuration not stated),7%,-9
COc1ccc([C@@H]2C[C@@H](c3ccccc3)Oc3cc(OC)c(OC)c(OC)c32)cc1,-13%,-2
COc1ccc(OCCn2c(NC(=O)c3ccco3)nc3ccccc32)cc1,18%,-2
Clc1ccc(CSc2nnc(/C=C/c3ccccc3)o2)cc1,-15%,-10
CC(=O)c1ccccc1NC(=O)c1ccc2c(c1)NC(=O)C(C)S2 (configuration not stated),?,/
CCn1cnc2c1c(=O)n(Cc1cccc([N+](=O)[O-])c1)c(=O)n2Cc1ccccc1,i,2
CCN(Cc1ccccc1)S(=O)(=O)c1c(N)n(C)c(=O)n(C)c1=O,-27%,7
O=C(c1noc2c1CCCC2)N1CCN(C(c2ccccc2)c2ccccc2)CC1,?,/
O=C(COC(=O)c1cccs1)NCc1ccco1,?,/

# Next part
SMILES,Lipid storage S3,Lipid storage S3 cell count max
CCN(CC(=O)NCc1ccc(Cl)cc1)C(=O)CSc1cccc(C(F)(F)F)c1,?,/
Cc1nc2ccccc2n1/N=C/c1ccc([N+](=O)[O-])s1,-15%,-2
Cc1ccccc1C(=O)Nc1nnc(-c2ccc(C(C)(C)C)cc2)s1,?,/
COC(=O)C1CN(S(=O)(=O)c2cc(OC)ccc2OC)CCS1 (configuration not stated),4%,-6
O=C(CSc1nccc2ccccc12)N1CCN(c2ccccn2)CC1,?,/
CCN(CC(=O)Nc1ccc2c(c1)OCCO2)C(=O)c1cccc(S(=O)(=O)N2CCOCC2)c1,?,/
CC1CC(c2ccccc2)n2nc(NC(=O)c3cccs3)nc2N1 (configuration not stated),-22%,1
CCOC(=O)c1nnn(-c2nonc2-n2cccc2)c1C,?,/
COc1cccc(C2CC(=O)Nc3cc(OC)c(OC)c(OC)c32)c1OC (configuration not stated),?,/
CC(=O)Oc1ccc(N2C(=O)C3C4C=CC(C5CC45)C3C2=O)cc1[N+](=O)[O-] (configuration not stated),?,/
CC(NC(=O)c1ccccc1N)c1ccccc1 (configuration not stated),-13%,-1
O=C(NCc1ccccc1)/C(=C/c1ccc([N+](=O)[O-])cc1)NC(=O)c1ccco1,i,-4
COc1ccc(-c2[nH]ncc2/C=N\NC(=O)c2cccs2)cc1OC,?,/
COc1ccc2nc(NC(=O)C3CCCO3)sc2c1 (configuration not stated),23%,-6
CCCCOC(=O)Nc1nnc(-c2ccccc2OC)s1,16%,-14

# Continuation.
SMILES,Lipid storage S3,Lipid storage S3 cell count max
CCC(CC)c1nc(C#N)c(NC(C)c2ccccc2)o1 (configuration not stated),-3%,-3
Cc1cccc(C)c1-n1c(C)nn(CCOc2ccccc2)c1=O,0%,2
O=C(CN1C(=O)COc2ccccc21)NCCN1CCCC1,?,/
c1ccc(Cc2nnc3sc(-c4ccco4)nn23)cc1,4%[9.22 µM],3
COc1ccc(C2CC(c3ccc(Br)cc3)=NN2C(=O)CN2CCCC2)cc1 (configuration not stated),24%,-2
CC(=O)Nc1ccc(S(=O)(=O)NCCC(=O)OCC(=O)NNC(=O)c2ccccc2)cc1,-15%[0.0737 µM],-3
CC12CCC(=O)N1C(C(=O)NCCc1ccccc1)CS2 (configuration not stated),?,/
CC(C(=O)N1CCOCC1)(c1ccccc1)c1ccccc1,1%,1
O=C(NCc1ccco1)c1cc2cc(Br)ccc2o1,?,/
Fc1ccc(C2=NNC(=NCc3ccccc3)SC2)cc1F,-2%,0
COc1ccc(/C=N/N2CCN(c3ccccc3OC)CC2)cc1Br,?,/
CCOC(=O)N1CCN(CC(=O)Nc2cc(OCC)ccc2OCC)CC1,-2%,5
O=C(NC1CCCCC1)C(c1ccccn1)N(C(=O)c1csnn1)C1CCCCC1 (configuration not stated),12%,4
Cc1ccc(-n2c3c(c(=O)[nH]c2=O)C(C(F)(F)F)(C(F)(F)F)NC(=O)N3)cc1,-27%,7
O=C(NCc1ccccc1Cl)NCc1ccccc1Cl,3%,-1

# Next structures follow.
SMILES,Lipid storage S3,Lipid storage S3 cell count max
COc1ccc(N2C(=O)N3[C@H](c4ccc(Cl)cc4)[C@@H]4C(=O)N(C5CCCCC5)C(=O)[C@@H]4[C@]3(Cc3ccc(Cl)cc3)C2=O)cc1,?,/
CC(=O)c1ccc(-c2ccc(C(=O)N(C)Cc3nc4ccccc4c(=O)[nH]3)o2)cc1,?,/
COc1ccc(C2=CC(=O)C[C@H](c3ccc(F)cc3)C2)c(OC)c1,?,/
COc1ccc(CNC(=O)COC(=O)C(CCSC)NC(=O)c2ccco2)cc1OC (configuration not stated),?,/
CCOc1cc(S(=O)(=O)NCc2cccnc2)c(C)cc1C,10%,1
CCn1c2ccccc2c2cc(/C=N/n3c(C)nnc3C)ccc21,?,/
CCOc1ccc(OCC)c(NC(=O)C2CCCN(S(=O)(=O)c3ccc(C)cc3)C2)c1 (configuration not stated),?,/
CN(C(=O)COC(=O)C1CCN(S(=O)(=O)c2c(Cl)cccc2Cl)CC1)c1ccccc1,?,/
CCN(CC(=O)Nc1c(F)cccc1F)C(=O)C1=COCCO1,?,/
COc1ccc(-c2ccc(S(=O)(=O)N3CCOCC3)cc2)cc1,?,/
Nc1c(C(=O)NC2CCCCC2)c2nc3ccccc3nc2n1/N=C/c1ccco1,?,/
COC(CNC(=O)CC1C(=O)N(Cc2ccccc2)C(C)c2nc3ccccc3n21)OC (configuration not stated),4%,-10
CC(NC(=S)NCCCN1CCOCC1)C12CC3CC(CC(C3)C1)C2 (configuration not stated),1%,1
COc1ccc2c(C)cc(SCC(=O)Nc3ncc(Cl)cc3Cl)nc2c1,?,/
O=C(Nc1cccn(Cc2c(Cl)cccc2Cl)c1=O)c1ccc(Cl)cc1,19%,4

# Additional records follow:
SMILES	Lipid storage S3	Lipid storage S3 cell count max
CC(C)NC(=O)c1onc(CSc2ccccc2)c1C(=O)O	10%	-2
NC(=O)C1CCN(C(=O)/C=C/c2cc(Br)ccc2F)CC1	16%	21
CCOC(=O)c1ccc(N=NN(C)C)cc1	1%	1
CCOC(=O)c1c(NC(=O)COC(=O)c2cc(OC)c(OC)cc2[N+](=O)[O-])sc(C)c1CC	8%	-1
CCCn1c(SCC(=O)NC2CCCCC2)nnc1-c1cccnc1	i	18
Cc1cc(OCC(=O)Nc2cnn(CCCC(=O)O)c2)ccc1[N+](=O)[O-]	-1%	3
O=C(CN(c1ccccc1)S(=O)(=O)c1ccc(F)cc1)NCc1cccs1	-8%	-17
Cc1ccnc(NC(=O)CCC(=O)N(CC(=O)NC2CCCCC2)CC2CCCO2)c1 (configuration not stated)	?	/
CN(CC(=O)NC1CCCCC1)S(=O)(=O)c1ccc(Br)s1	?	/
CCOc1cc(N2CCOCC2)c(OCC)cc1NCC(=O)N1CCN(Cc2ccccc2)CC1	6%	/
O=C(Nc1ccccc1C(=O)N1CCCCCC1)c1ccccc1	-8%	7
COc1cccc(OCC(O)CO)c1 (configuration not stated)	?	/
CCCCn1c(N)c(N(CCOC)C(=O)COC(=O)COc2cc(C)c(Cl)cc2C(C)C)c(=O)[nH]c1=O	?	/
NC(=O)c1ccccc1NC(=O)CSC1=NCCS1	i	-17
CN1CCc2c(n(CC(O)CNCc3ccccc3)c3ccccc23)C1=O (configuration not stated)	-15%[9.22 µM]	-11
CC(C)CNc1nc(N)c([N+](=O)[O-])c(NCc2ccccc2)n1	?	/
O=C1CN(C(=O)Cn2ncc(Cl)c(Cl)c2=O)c2ccccc2N1	?	/
Nn1c(SCc2ccc(Br)cc2)nnc1-c1cccnc1	5%	1
O=C(CSc1nc(=O)n2cc(Cl)ccc2n1)Nc1ccc2c(c1)OCO2	?	/
O=C(/C=C/c1ccc(Cl)cc1)c1cccnc1	?	/
C[N+]1(CC2COC3(CCCCC3)O2)CCCCC1 (configuration not stated)	?	/
Cc1ccc(NC(=S)N2CCN(Cc3ccccc3)CC2)c(C)c1	13%	8
Cc1nn(CC(=O)NCC2CCCO2)c(=O)c2cc3ccccc3n12 (configuration not stated)	?	/
CCCn1c(/N=C/c2c[nH]c3ccccc23)nc2ccccc21	?	/
COc1cc(NC(=O)/C=C/c2ccccc2)c(C(=O)O)cc1OC	?	/
Cc1cccc(-c2cc3c(nn2)-c2ccccc2C3=O)c1	?	/
CCSc1nc(N)c2c3c(sc2n1)CCC3	?	/
Cc1c(C(=O)O)sc2[nH]c(=O)n(Cc3ccccc3)c(=O)c12	9%	5
CN(Cc1cnn(Cc2ccccc2)c1)C(=O)CN=C1NS(=O)(=O)c2ccccc21	?	/
COCCN(C(=O)CCC(=O)Nc1cc(C)on1)C(C(=O)NC(C)(C)C)c1cccc(OC)c1OC (configuration not stated)	?	/

# Rewritten as labelled records: part of the list above
smiles: Cc1cc(OCC(=O)Nc2cnn(CCCC(=O)O)c2)ccc1[N+](=O)[O-]
  Lipid storage S3: -1%; Lipid storage S3 cell count max: 3

smiles: CCOC(=O)c1c(NC(=O)COC(=O)c2cc(OC)c(OC)cc2[N+](=O)[O-])sc(C)c1CC
  Lipid storage S3: 8%; Lipid storage S3 cell count max: -1

smiles: NC(=O)C1CCN(C(=O)/C=C/c2cc(Br)ccc2F)CC1
  Lipid storage S3: 16%; Lipid storage S3 cell count max: 21

smiles: CN(CC(=O)NC1CCCCC1)S(=O)(=O)c1ccc(Br)s1
  Lipid storage S3: ?; Lipid storage S3 cell count max: /

# More results follow.
SMILES	Lipid storage S3	Lipid storage S3 cell count max
O=C(Nc1ccc(C(F)(F)F)cc1)C1=NN(C2CCS(=O)(=O)C2)C(=O)CC1 (configuration not stated)	?	/
Cc1ccc2[nH]c(CN3CCC(CO)(CC4CCCCO4)CC3)c(C)c2c1 (configuration not stated)	8%	-10
COc1ccc(C(C(=O)NC(C)(C)C)N(C(=O)CCC(=O)Nc2cc(C)on2)c2c(C)cccc2C)cc1 (configuration not stated)	-19%	20
COc1ccc2nc3oc(C(=O)N4CC(C)CC(C)C4)cc3cc2c1 (configuration not stated)	?	/
COc1ccc(C(=O)O/N=C/c2ccc(S(=O)c3ccc(Cl)cc3)nc2)cc1 (configuration not stated)	-17%	-14
CCOC(=O)c1c(N)n(CC(C)NC(=O)C2CC2)c2nc3ccccc3nc12 (configuration not stated)	?	/
O=C(Nc1ccccc1N1CCOCC1)c1cc(F)cc(F)c1	?	/
CC(=O)C1C(=O)C=C(c2ccco2)CC1c1ccccc1 (configuration not stated)	i	14
O=C(O)c1cccnc1SCC(=O)N1CCCCCC1	?	/
O=C(c1ccc2c(c1)OCO2)N1CCN(C(=O)c2ccco2)CC1	?	/
Cc1ccc(C)c(S(=O)(=O)N2CCCCC2CCNC(=O)C(=O)NC2CCCC2)c1 (configuration not stated)	?	/

# Some of these compounds in order of count of non-hydrogen atoms, smallest number first:
SMILES	Lipid storage S3	Lipid storage S3 cell count max
O=C(O)c1cccnc1SCC(=O)N1CCCCCC1	?	/
COc1ccc2nc3oc(C(=O)N4CC(C)CC(C)C4)cc3cc2c1 (configuration not stated)	?	/
CCOC(=O)c1c(N)n(CC(C)NC(=O)C2CC2)c2nc3ccccc3nc12 (configuration not stated)	?	/
Cc1ccc(C)c(S(=O)(=O)N2CCCCC2CCNC(=O)C(=O)NC2CCCC2)c1 (configuration not stated)	?	/

# Not all compounds are listed; count on the stated rates, not on these rows.
